# NOD1 inhibition: NOD1 signaling inhibitors, primary screen, cell-based, luminescence, uHTS (AID 1578); NOD1-driven NF-kB luciferase reporter cells, luminescence; higher % means a stronger effect; inhibition, % at 4 µM, or EC50 in µM where a hit was titrated; 290,000 compounds, 1% hits; in the data active means inhibition mostly above about 36%, no sharp cut-off; inactive means mostly below about 34%;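 further: HEK-293T reporter cells stimulated with the NOD1 agonist gamma-tri-DAP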
# MgcRacGAP inhibition: MgcRacGAP GTPase-activating activity inhibitors, confirmation, biochemical, ADP Hunter fluorescence; one-dose inhibition, % at 30 µM; IC50 in µM for titrated hits; MgcRacGAP-stimulated Rac1 GTP hydrolysis, ADP Hunter fluorescence; higher % means a stronger effect; GST-tagged Rac1 F28L mutant substrate; AID 624330; 340,000 compounds, 0.6% hits;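 active means first-screen hits whose inhibition reached a set limit at any dose in the follow-up dose series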;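 further: fluorescence reports GDP produced by GAP-driven GTP hydrolysis; strong numbers were not always called active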
# KOR beta-arrestin-1: kappa opioid receptor activators – cell-based, luminescence, uHTS, primary screen (AID 1777); KOR beta-arrestin recruitment, luminescence; higher % means a stronger effect; one-dose activation, % at 10 µM; EC50 in µM for titrated hits; 280,000 compounds, 0.02% hits; in the data active means activation above about 50%, passing the limit was not always enough; further: a part of the inactive calls stands beside numbers as strong as those of hits
# NTR1 agonist: NTR1-driven beta-arrestin-GFP spot formation – imaging, U2OS cells, high content, primary screen (AID 493036) | P30989 | agonist mode | activation, % at 20 µM | 330,000 compounds, 0.17% hits;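 active means activation at or above 40% of the spot to cytoplasm intensity ratio, with at least 20 cells analyzed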;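 further: 0% = DMSO without peptide and 100% = 100 nM NTR1 peptide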
# Target sequence (P30989 whole entry, looked up): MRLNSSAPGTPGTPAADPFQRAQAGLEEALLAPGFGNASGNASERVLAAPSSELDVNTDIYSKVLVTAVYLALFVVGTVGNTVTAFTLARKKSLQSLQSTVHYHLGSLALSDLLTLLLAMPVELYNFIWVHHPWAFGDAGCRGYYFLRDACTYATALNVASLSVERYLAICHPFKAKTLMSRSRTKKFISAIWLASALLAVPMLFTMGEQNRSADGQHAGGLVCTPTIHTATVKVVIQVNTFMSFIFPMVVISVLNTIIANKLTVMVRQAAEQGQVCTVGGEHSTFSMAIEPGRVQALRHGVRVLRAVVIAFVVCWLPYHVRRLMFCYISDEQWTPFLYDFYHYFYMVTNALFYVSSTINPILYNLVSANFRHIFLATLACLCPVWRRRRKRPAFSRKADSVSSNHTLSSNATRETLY
# K1F lysis inhibition: protection from phage-mediated lysis, alamar blue read-out – E. coli UTI89, K1F phage, bacterial capsule biogenesis inhibitors (AID 488966); E. coli UTI89 K1F phage lysis, alamar blue, 2 h; higher % means a stronger effect; inhibition, % at 100 µM; hits with a dose series show IC50 in µM; 340,000 compounds, 0.02% hits;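 active means phage lysis inhibition, versus mean bacterial control, above a set limit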;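 further: capsule biogenesis inhibitors block K1F phage lysis so surviving cells raise fluorescence; higher fluorescence means more inhibition of phage lysis; actives were called in the ten point dose series up to 300 µM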
# GPR55 activation: selective activators of receptor GPR55 – imaging, U2OS cells, beta-arrestin-GFP redistribution, primary screen (AID 1961); U2OS GPR55 beta-arrestin-GFP redistribution imaging; higher % means a stronger effect; activation, % at 10 µM; hits with a dose series show EC50 in µM; 290,000 compounds, 0.048% hits;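 active means activation above 40% with more than 50 cells counted in the well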;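 further: U2OS osteosarcoma cells stably expressing GPR55 and beta-arrestin-GFP; plate controls were DMSO negative control for no effect and LPI positive control for full effect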
# KOR beta-arrestin-2: KOR antagonists, beta-arrestin recruitment, cell-based, luminescence, uHTS (AID 1778); 290,000 compounds, 0.091% hits; inhibition, % at 10 µM, or IC50 in µM where a hit was titrated; KOR beta-arrestin recruitment, luminescence, antagonist mode; higher % means a stronger effect; in the data active means inhibition above about 50%; further: strong numbers were not always called active
# GPR55 antagonists: GPR55 antagonists blocking LPI-driven arrestin recruitment, primary screen, imaging, U2OS, beta-arrestin-GFP, LPI agonist (AID 2013); U2OS GPR55 beta-arrestin-GFP translocation imaging, LPI antagonism; higher % means a stronger effect; inhibition, % at 10 µM, or IC50 in µM where a hit was titrated; 290,000 compounds, 0.13% hits;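 active means spots per cell inhibited over 60%, with over 100 cells counted and total cytoplasm intensity under 500,000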;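 further: U2OS cells stably carrying GPR55 and arrestin-GFP stimulated by 5 µM LPI near EC80; imaged beta-arrestin-GFP aggregate spots per cell after agonist stimulation; plate controls were LPI-stimulated DMSO wells for no effect and DMSO wells without LPI for full effect; some results filed as inactive read as strong as hits; confirmed hits need IC50 under 10 µM and bright autofluorescent wells are also inconclusive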
# GPR35 arrestin U2OS: GPR35 antagonists blocking zaprinast-driven arrestin recruitment, primary screen, imaging, U2OS, beta-arrestin-GFP, zaprinast agonist (AID 2058) | 290,000 compounds, 0.052% hits | U2OS GPR35 beta-arrestin-GFP translocation imaging, zaprinast antagonism; higher % means a stronger effect | inhibition, % at 10 µM; hits with a dose series show IC50 in µM;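 active means inhibition of at least 50% with at least 30 cells and total cytoplasm GFP at most 10,000,000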
# NTR1 agonist cell count 20 µM: further read-out of NTR1 agonist, marked with its call; cell count; measured here: cell count, cytotoxicity flag
# * = called active by the depositor; . = no result given; [ ] = another dose, or the depositor's remark.
SMILES,NOD1 inhibition,MgcRacGAP inhibition,KOR beta-arrestin-1,NTR1 agonist,NTR1 agonist cell count 20 µM,K1F lysis inhibition,GPR55 activation,KOR beta-arrestin-2,GPR55 antagonists,GPR35 arrestin U2OS
CC1CCCN(Cc2c(O)ccc3c4c(c(=O)oc23)CCCC4)C1 (stereo not drawn),-7%,0%,-0.1%,-0.7,58,0.1%,-0.1%,3%,5%,-10%
COCCN(C(=O)CSc1nnc(-c2ccccc2C)n1C)c1c(N)n(Cc2ccccc2)c(=O)[nH]c1=O,-8%,3%,-3.5%,2.6,34,0.1%,0.2%,-10%,5%,-4%
CCOc1cc(CNn2c(C)nnc2SCC(=O)NC(C)(C)C)ccc1OCC(=O)NC(C)(C)C,-32%,2%,1.5%,-1.1,80,4.5%,-0.1%,-10%[20 µM],3%,-21%
Cc1cccc(NC(=S)N(CCCN(C)C)Cc2cc3cc4c(cc3[nH]c2=O)OCO4)c1,-15%,11%,.,-0.7,81,-0.7%,0.9%,-19%[20 µM],13%,7%
O=C(NCC1CCCO1)c1ccc(COc2ccccc2)cc1 (stereo not drawn),-25%,4%,6.0%,1.5,60,0.0%,0.0%,21%,14%,15%
COc1ccc(-c2csc(NC(=O)c3c(OC)cccc3OC)n2)cc1,-22%,3%,3.0%,-0.5,59,0.0%,0.2%,0%,16%,8%
CCOc1cc(C(c2c(C)[nH][nH]c2=O)c2c(C)[nH][nH]c2=O)cc(Cl)c1O,8%,13%,-0.4%,2.1,81,0.2%,0.2%,25%,-4%,9%
O=C(Nc1cccnc1)c1ccc(Cl)c(S(=O)(=O)N2CCCCCC2)c1,9%,3%,-0.3%,2.6,64,0.9%,-0.2%,1%,-1%,-7%
Fc1ccccc1-c1csc(=Nc2cccnc2)n1CC1CCCO1 (stereo not drawn),27%,1%,2.9%,4.2,56,1.8%[50 µM],-0.2%,5%,8%,7%
FC(F)(F)c1cccc(NC(=S)Nc2cccc(Cl)c2)c1,27%,17%,-3.0%,1.1,45,0.4%,-0.1%,16%,-31%,13%
N#Cc1c(C(F)(F)F)cc(-c2ccc(Cl)cc2)nc1SCC(=O)O,-24%,13%,-0.3%,1.4,64,-0.4%,0.0%,-26%[20 µM],6%,-24%
Cc1cccn2c(=O)c(C=O)c(Nc3ccc(S(N)(=O)=O)cc3)nc12,8%,5%,-2.9%,1.0,102,2.1%[50 µM],-0.2%,3%,-6%,-10%
Cn1c(=O)c2c(nc(N3CCCC3)n2CC(O)CO)n(C)c1=O (stereo not drawn),-18%,5%,3.1%,-0.8,48,0.9%,0.2%,-23%,-9%,15%
C=C(C)CN(CC)C(=O)CC1C(=O)NCCN1C (stereo not drawn),-19%,0%,.,-1.8,30,-1.2%,0.2%,-6%[20 µM],16%,0%
Cc1ccc(CNC(=O)COC(=O)c2cncc(Br)c2)cc1,-22%,2%,0.2%,0.9,63,0.5%,0.7%,19%,-2%,7%
Cc1ccc(S(=O)(=O)N(C)C)cc1NC(=O)COC(=O)C1COc2ccccc2O1 (stereo not drawn),-18%,1%,-5.0%,-0.1,62,-0.5%,-0.2%,17%,5%,-10%
COc1ccc(NC(=O)CSc2nc(C)cc(C)n2)c([N+](=O)[O-])c1,-18%,-3%,-1.3%,-2.3,81,0.4%,0.7%,9%[20 µM],6%,3%
CC1CN(c2ccccc2)CCN1Cc1nc(Cc2ccccc2)no1 (stereo not drawn),-21%,8%,-6.5%,-1.3,37,-0.1%,-0.1%,-2%,7%,2%
O=Cc1c(NCc2ccccc2F)c2ccccc2[nH]c1=O,-35%,4%,-5.6%,-0.8,67,-0.2%,-0.1%,-6%,-10%,-4%
O=C(NCc1ccco1)c1sc2ccccc2c1Cl,-47%,8%,-5.8%,0.5,59,0.5%,0.0%,-9%,1%,-1%
Cc1nnc(NC(=O)CSc2nc(N)c(NC(=O)c3cccs3)c(=O)[nH]2)s1,2%,6%,-1.2%,0.2,62,0.1%,-0.3%,13%,-6%,20%
Cn1nnc(NC(=O)c2ccccc2F)n1,6%,13%,5.8%,0.7,48,0.4%,0.0%,18%,4%,4%
Cc1cc(C)n2nc(S(=O)(=O)NC(C)(C)C)nc2n1,-13%,-3%,-5.8%,0.9,44,1.8%,0.5%,6%,1%,2%
CC(C)[C@H](NC(=O)C1CC(=O)N(c2ccc(F)cc2)C1)C(=O)N1CCCCC1 (stereo partly drawn),-12%,9%,-4.3%,1.0,66,0.3%,-0.1%,-34%,-11%,12%
Cc1ccc2nc(NC(=O)C3CCCN(S(=O)(=O)c4cccc5nonc45)C3)sc2c1 (stereo not drawn),0%,.,1.9%,-2.5,70,.,-1.9%,10%,0%,11%
CCNS(=O)(=O)c1ccc(CCC(=O)N2CCCC2)cc1,19%,8%,-10%,0.5,68,-1.6%,-0.1%,-3%[20 µM],-1%,8%
COCCn1c(SCC(=O)NC(=O)NCc2ccccc2)nc2ccccc21,0%,6%,-1.7%,4.4,63,-1.2%,0.0%,28%,-5%,-11%
O=C(NCCc1ccccc1)C1CCCN1S(=O)(=O)c1ccc(Cl)cc1 (stereo not drawn),21%,4%,-3.5%,-0.2,45,-0.3%,-0.1%,-16%,-2%,3%
CSc1nnc(-c2ccccc2)n1C,-9%,-1%,-2.0%,-0.5,52,7.3%,-0.2%,7%,0%,-1%
COc1ccc(NC(=O)CSc2nc(C)cs2)cc1,-40%,-6%,2.4%,-0.7,49,-0.5%,0.0%,-14%,4%,10%
COc1ccccc1C(=O)N1C(CC(=O)Nc2cc(Cl)ccc2C)C(=O)NC2CCCCC21 (stereo not drawn),-21%,2%,-1.9%,2.1,45,3.4%,0.2%,7%,-11%,6%
COc1ccc(N2C(=O)CC(N3CCN(c4ccc(S(C)(=O)=O)cc4)CC3)C2=O)cc1 (stereo not drawn),-3%,-1%,-1.1%,-2.9,56,2.4%,0.0%,7%,6%,-4%
O=C(CC1(O)C(=O)Nc2ccccc21)c1cccc(Br)c1 (stereo not drawn),-17%,7%,3.6%,1.9,54,-2.0%,0.3%,-11%,1%,9%
O=C(CSc1nc2ccccc2o1)Nc1nc2ccccc2s1,25%,0%,-3.2%,0.8,79,0.6%,-0.1%,24%,10%,5%
Cc1ccc(-c2nc(Nc3ccccc3)n[nH]2)cc1,-52%,10%,-2.7%,3.2,44,0.7%,-0.1%,17%,0%,12%
NS(=O)(=O)c1cccc(NC(=O)CN2CCCc3ccccc32)c1,-35%,2%,-0.8%,-0.6,39,-0.2%,0.5%,10%,13%,-10%
Cc1ccc(C(=O)NCC(=O)OCC(=O)/C=C2\N(C)c3ccccc3C2(C)C)cc1C,-10%,4%,-3.2%,1.4,73,0.1%,-0.2%,19%,-3%,5%
CCCCCCc1nc(C(N)=O)c2[nH]c(=O)n(-c3ccc(OCC)cc3)c2n1,-6%,7%,0.7%,4.3,54,1.8%,1.0%,-14%,11%,-12%
Cn1c(SCC(=O)N2CCCc3ccccc32)nnc1-c1ccco1,-37%,10%,1.0%,-1.2,40,0.5%,0.0%,-9%,26%,10%
CCOc1cc(/C=N/N=C(\N)c2nonc2N)cc(Br)c1OCc1cccc2ccccc12,-89%,8%,-0.2%,1.4,83,0.1%,-0.1%,4%,1%,5%
COc1ccc(NS(=O)(=O)c2cc(C)ccc2NC(=O)c2cc(C)oc2C)cc1,9%,9%,16%,5.3,31,-0.2%,-0.1%,-276%,-46%,-2%
CCCCOc1ccccc1C1NC(=O)NC(C)=C1C(=O)OCCOCC (stereo not drawn),-12%,4%,6.1%,0.9,50,4.0%,-0.3%,18%,2%,15%
CC1CCN(S(=O)(=O)c2cc3c4c(c2)C(C)C(=O)N4CCC3)CC1 (stereo not drawn),-24%,16%,-6.3%,0.4,65,0.5%,-0.1%,-20%,14%,-3%
Cc1cccc(OCC(=O)NC2CCCc3ccccc32)c1C (stereo not drawn),-20%,7%,1.5%,0.7,102,-0.2%,0.0%,-4%,3%,10%
CN1C2C=C3C(C#N)=C(N)C(C#N)(C#N)C(c4ccc(Br)cc4)C3C1CC2 (stereo not drawn),-15%,3%,-1.5%,0.9,76,0.2%,0.0%,57%,8%,-21%
Cc1c(NC(=O)CCSc2ccc(Cl)cc2)c(=O)n(-c2ccccc2)n1C,4%,11%,-1.6%,0.3,63,-0.1%,0.3%,2%,9%,11%
COc1ccc([N+](=O)[O-])cc1N(CC(=O)N1CCN(Cc2ccccc2)CC1)S(C)(=O)=O,-17%,7%,1.6%,-0.7,61,0.3%,0.1%,-13%[20 µM],4%,-9%
COc1ccc2cc(C3CC(c4cccs4)=NN3C(C)=O)c(Cl)nc2c1 (stereo not drawn),-4%,7%,-1.9%,6.8,52,0.6%,-0.1%,.,-8%,0%
Cc1ccc(C)c(NC(=O)Cc2nc(CCl)cs2)c1,-20%,0%,-1.4%,0.7,43,-0.5%,-0.3%,18%,0%,0%
Cc1csc(NC(=O)CCC(=O)N(CC(=O)NC2CCCC2)c2ccccc2)n1,-34%,-6%,-3.4%,0.3,67,-0.1%,-0.1%,-15%,7%,10%
N#Cc1cc2[nH]c3ccccc3c2[n+](-c2ccc([N+](=O)[O-])cc2)c1N,-20%,7%,-1.4%,1.6,67,2.2%,0.6%,11%,35%,1%
Cc1ccc(NC(=O)CNC(=O)Cn2cnc3sc(C)c(C)c3c2=O)cc1F,-8%,1%,-1.0%,6.0,49,0.0%,0.0%,-14%,11%,7%
Cc1ccc2nc(SCC(=O)N/N=C/c3ccco3)cc(C)c2c1,1%,3%,-6.9%,4.2,37,-1.0%,0.8%,0%,20%,-5%
C=CCNc1nc(NC(C)(C)CO)nc(OCC)n1,-14%,4%,-4.2%,1.6,46,0.3%,-0.4%,11%,3%,-4%
Cc1ccc(CN2CCN(Cc3cn(C)nc3C)CC2CCO)o1 (stereo not drawn),-24%,-6%,.,-1.8,74,0.4%,-0.1%,-24%[20 µM],16%,-6%

# Compound activity as filed in PubChem BioAssay.

# Only part of the results is shown; the hit share may differ from the screen's.
